Bioassay records: PubChem, National Center for Advancing Translational Sciences (NCATS)
TrxR1 substrate – rat thioredoxin reductase 1 substrate activity | O89049 | purified TrxR1 substrate turnover, NADPH consumption readout | Potency, µM (top dose mostly 114 µM), for inactives: at the highest dose activity change, negative = substrate turnover | hit rate 0.01% among 390,000 | AID 588456; also: % is scaled to controls: 0 for no effect and ±100 for the full control effect; nearly all actives have a fitted effect of over 50% in size
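Rat TrxR1, dispensed at 90 nM, was prereduced with 400 uM NADPH (final) for 5 min at ~22 deg C, then incubated with compound 15 min before 400 uM selenite. A first-read NADPH fluorescence drop versus no-compound background flagged substrates.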
RXFP1 ag – RXFP1 (human) receptor agonism. Potency, µM (doses to about 57.5 µM), for inactives: at the top dose activation, actives largely listed as activators. Q9HBX9. HEK293T-RXFP1 cAMP TR-FRET, 30 min; response scale: percent of porcine relaxin response, buffer zero. AID 2676. hit rate 0.3% among 370,000; also: % is scaled to controls: 0 for no effect and ±100 for the full control effect; nearly all actives have a fitted effect of over 60% in size; many of its hits are not listed in these tables
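Agonist response is measured as cAMP accumulation in an RXFP1-transfected HEK293T line under PDE4 inhibition. Values are scaled between buffer-only and 29 nM porcine relaxin, and EC50s come from standard Hill equation fits.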
12-LOX inh – blocks human arachidonate 12S-lipoxygenase | P18054 | purified 12hLO, xylenol orange hydroperoxide absorbance | Potency, µM (top dose mostly 108 µM), without a hit: at the highest dose activity change, negative = inhibition, most hits filed as inhibitors | hit rate 1.1% among 580,000 | AID 1671190; also: % is scaled to controls: 0 for no effect and ±100 for the full control effect
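Purified human 12hLO at 150 nM in 25 mM Hepes, 0.01% Triton X-100, pH 7.0, preincubated 15 min at room temperature with compound. Reaction started with 40 uM arachidonic acid, 30 min at room temperature. Hydroperoxide measured by Fe-xylenol orange, 573/405 nm absorbance ratio.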
RGS4 inh – inhibitors of human regulator of G protein signaling 4. AID 504845. Potency, µM (doses to about 114 µM), for the others: at the top dose activity change, negative = inhibition, actives largely listed as inhibitors. P49798. hit rate 0.039% among 390,000. Transcreener GDP fluorescence polarization, RGS4-accelerated GTP hydrolysis; also: % is scaled to controls: 0 for no effect and ±100 for the full control effect; nearly all actives have a fitted effect of over 75% in size; some results filed as inactive show a strong effect at the top dose
Target sequence (P49798 whole entry, looked up): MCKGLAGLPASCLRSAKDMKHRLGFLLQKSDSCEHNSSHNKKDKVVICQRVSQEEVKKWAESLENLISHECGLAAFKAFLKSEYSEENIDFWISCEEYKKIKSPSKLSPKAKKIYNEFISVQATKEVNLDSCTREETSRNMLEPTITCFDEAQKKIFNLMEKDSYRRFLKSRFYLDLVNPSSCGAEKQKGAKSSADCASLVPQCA
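MLSMR compounds (23 nl, pin-transferred) preincubated 10 min at room temperature with a 500nM (2x) first reagent, then RGS4 at 900nM (2x) plus Transcreener GDP mix added; fluorescence polarization (620/688 nm) read before and after 90 min at 30 °C.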
Vif-A3F inh – inhibitors of Vif-A3F interaction | Potency, µM (top dose mostly 46.1 µM), inactives show at the highest dose activity, negative = active | HeLa A3F-eYFP + Vif (tagged APOBEC3F with the HIV-1 protein that degrades it), YFP fluorescence increase | hit rate 0.2% among 390,000; also: % of control where 0% means no effect; nearly all actives have a fitted effect of over 65% in size
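HeLa cells stably expressing A3F-eYFP plus Vif, plated and incubated overnight at 37 deg C, then exposed to compounds overnight at 37 deg C. Blocked degradation read as raised yellow fluorescence (Ex 488/Em 500-530).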
IDH1 R132H inh – inhibitors of human mutant IDH1 R132H. hit rate 0.093% among 390,000. Potency, µM (doses to about 76.6 µM), for inactives: at the highest dose activity change, negative = inhibition, actives largely listed as inhibitors. IDH1-R132H enzyme, NADPH consumption, diaphorase/resazurin fluorescence. AID 602179; also: % is scaled to controls: 0 for no effect and ±100 for the full control effect; nearly all actives have a fitted effect of over 65% in size
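IDH1-R132H (0.5 ug/mL) preincubated 30 min with compound, then NADPH (0.016 mM) and alpha-KG (2 mM) added; 80 min at RT, pH 7.5. Remaining NADPH coupled via diaphorase/resazurin to fluorescence (540/590 nm); concentration-response curves normalized to no-enzyme control.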
rTrxR1 inhibitor – rat TrxR1 inhibition. AID 588453. O89049. Potency, µM (highest dose often 114 µM), inactives show top-dose activity change, negative = inhibition, most hits filed as inhibitors. hit rate 1% among 390,000. recombinant rTrxR1, NADPH fluorescence consumption, selenite substrate; also: % is scaled to controls: 0 for no effect and ±100 for the full control effect; nearly all actives have a fitted effect of over 65% in size
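Rat TrxR1 (90 nM in the dispensed reagent) was pre-reduced with 400 uM NADPH for 5 min at room temperature, then incubated with compound for 15 min. After 400 uM selenite was added, NADPH fluorescence (Ex 340/Em 450 nm) was followed for 8 min.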
USP1-UAF1 inh – USP1/UAF1 (human) deubiquitinase inhibition; O94782; recombinant USP1/UAF1, Ub-Rhodamine cleavage fluorescence; Potency, µM (titrated, usually from 57.1 µM), inactives show top-dose activity change, negative = inhibition, most hits filed as inhibitors; hit rate 0.23% among 390,000; AID 743255; also: % is scaled to controls: 0 for no effect and ±100 for the full control effect; nearly all actives have a fitted effect of over 60% in size; inactives centre near -12
Target sequence (O94782 whole entry, looked up): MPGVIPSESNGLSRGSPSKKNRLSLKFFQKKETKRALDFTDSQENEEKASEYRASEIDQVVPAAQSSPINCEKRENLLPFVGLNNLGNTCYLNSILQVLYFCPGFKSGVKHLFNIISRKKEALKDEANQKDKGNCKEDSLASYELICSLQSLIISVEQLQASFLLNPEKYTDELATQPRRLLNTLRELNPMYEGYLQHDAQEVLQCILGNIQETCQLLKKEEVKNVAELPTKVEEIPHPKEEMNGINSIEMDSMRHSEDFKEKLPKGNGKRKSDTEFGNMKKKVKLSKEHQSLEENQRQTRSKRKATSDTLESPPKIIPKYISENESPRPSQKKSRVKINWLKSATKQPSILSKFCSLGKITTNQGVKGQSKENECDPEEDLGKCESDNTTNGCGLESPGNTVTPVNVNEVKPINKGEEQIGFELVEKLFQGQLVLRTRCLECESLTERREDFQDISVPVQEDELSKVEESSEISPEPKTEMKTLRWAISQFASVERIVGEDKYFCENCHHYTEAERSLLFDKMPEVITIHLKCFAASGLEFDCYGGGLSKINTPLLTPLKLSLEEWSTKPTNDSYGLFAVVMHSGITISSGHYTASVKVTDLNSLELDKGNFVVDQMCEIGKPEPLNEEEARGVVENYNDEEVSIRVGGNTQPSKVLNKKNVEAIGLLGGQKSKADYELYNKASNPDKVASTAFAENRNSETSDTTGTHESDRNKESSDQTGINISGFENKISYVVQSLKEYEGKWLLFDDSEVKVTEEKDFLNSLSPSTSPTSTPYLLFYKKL
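USP1/UAF1 complex at 1 nM was preincubated with compound for 15 min at room temperature, then Ub-Rho substrate (150nM final) was added. Fluorescence (480/540 nm) was read kinetically, 6 reads every 60 seconds.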
Vif-APOBEC3G blk – inhibitors of Vif-APOBEC3G interaction. Q9HC16. HeLa A3G-eYFP + Vif (tagged APOBEC3G with the HIV-1 protein that degrades it), YFP fluorescence, overnight. Potency, µM (series often up to 46.1 µM), for the others: at the top dose activity, negative = active, hits mostly inhibitors. hit rate 0.076% among 410,000. AID 602310;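 also: % is scaled to controls: 0 for no effect and ±100 for the full control effect; nearly all actives have a fitted effect of over 60% in size; hits raise eYFP signal because A3G escapes Vif-driven loss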
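Read-out is eYFP fluorescence (Ex 488/Em 500-530) from Vif-expressing HeLa A3G-eYFP cells; more signal means A3G escaped Vif-mediated degradation. Cells plated overnight, compound pinned in, incubated overnight at 37 deg C.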
Numbers without * were called inactive; ? = inconclusive; / = not tested or not shown; [ ] = dose if it differs, or a comment. Calls follow the shape of the dose curve; as a rule, active = well fitted curve in the direction sought with a large enough effect; inconclusive = small, poorly fitted or top-dose-only effect, or another doubt; inactive = no such curve, though single readings can be large; an effect the other way counts as inactive or inconclusive. Potency is read from the fitted curve at half-maximal effect.

SMILES	TrxR1 substrate	RXFP1 ag	12-LOX inh	RGS4 inh	Vif-A3F inh	IDH1 R132H inh	rTrxR1 inhibitor	USP1-UAF1 inh	Vif-APOBEC3G blk
CCSc1ncc(Cl)c(C(=O)Nc2ccccc2Cl)n1	-0.9%	4.7%	0.0%	14.2%	-4.4%	-5.6%	18.8%	-8.6%	0.1%
Cc1c(C(=O)/C=C/c2cccs2)oc2ccc(F)cc12	13.7%[57.1 µM]	1.5%	27.7%	-8.2%	0.3%	8.2%	-4.9%[57.1 µM]	-23.0%	-9.2%
O=C1CC(N2CCc3ccccc32)C(=O)N1c1ccc(F)cc1 (stereo not given)	2.1%	-0.3%	-1.5%	-18.3%	-2.1%	-4.7%	10.1%	-20.5%	1.2%
COc1ccccc1NC(=O)N(C)C[C@@H]1OCc2cn(nn2)CCCC(=O)N([C@H](C)CO)C[C@H]1C	/	/	-4.8%	/	-10.6%	0.7%	/	?	-7.7%
CCOC(=O)C1CCCN(C(=O)C(=O)Nc2ccc3nc4n(c(=O)c3c2)CCCCC4)C1 (stereo not given)	15.9%[57.1 µM]	25.4%	-0.7%	18.3%	-17.4%	2.9%	5.3%[57.1 µM]	-9.8%	-1.6%
Cc1ccc(CS(=O)Cc2ccc(C(=O)N3CCN(c4ccccn4)CC3)o2)cc1 (stereo not given)	3.8%	0.0%	0.2%	28.2%	7.3%	-8.3%	2.2%	-24.7%	-8.0%
N#Cc1ccc(OCC(=O)OCC(=O)Nc2cc(C(F)(F)F)ccc2N2CCOCC2)cc1	-3.4%	-0.1%	-17.5%	5.6%	1.5%	-1.6%	5.8%	-23.5%	-8.3%
O=c1c2ccccc2nc(-c2ccc(Cl)cc2Cl)n1CCCn1ccnc1	6.3%[57.1 µM]	2.8%	4.8%	-15.1%	-19.8%	-1.6%	2.5%[57.1 µM]	4.8%	-0.1%
COc1cccc(C2=NOC(C(=O)NCc3ccco3)C2)c1 (stereo not given)	-8.6%	-1.1%	-33.5%	17.5%	3.9%	9.7%	-12.2%	2.1%	?
CC(CCc1ccccc1)NC(=O)N1CCOCC1 (stereo not given)	-9.8%	0.7%	4.1%	11.6%	5.0%	-0.6%	-9.9%	-17.7%	-4.4%
CC(NC(=O)c1ccco1)C(=O)NC(C)c1cc(F)c(Cl)cc1Cl (stereo not given)	2.3%	-0.1%	-14.1%	-7.1%	-6.9%	0.0%	8.3%	-10.0%	-4.8%
COc1ccc(Cl)cc1NC(=O)c1ncn(-c2ccccc2)n1	29.6%	2.0%	-24.1%	-19.5%	0.6%	0.0%	1.9%	?	-4.6%
CCOC(=O)CC(NC(=O)C1c2ccccc2Oc2ccccc21)c1ccc(C)cc1 (stereo not given)	5.7%	1.6%	3.7%	8.4%	-12.0%	-2.7%	8.3%[57.1 µM]	-16.7%	-1.2%
CCC(=O)c1c[nH]c(C(=O)NCc2cccnc2)c1	-10.2%	4.4%	-4.5%	2.1%	-11.0%	-0.5%	18.7%[57.1 µM]	-9.4%	1.8%
COc1ccc(Nc2nc(N)nc(CSc3n[nH]c(-c4ccccc4)n3)n2)cc1	-9.1%	3.6%	-1.4%	-4.1%	-8.7%	-1.0%	9.6%	-2.7%	-4.0%
C=CCN1C(=O)C(O)(CC(=O)c2ccc(OC)cc2OC)c2cc(Br)ccc21 (stereo not given)	-14.1%	2.9%	-6.8%	-49.6%[11.4 µM]	8.9%	3.4%	10.2%[57.1 µM]	-17.7%	-4.2%
Cc1csc(=O)n1CCC(=O)OCC(=O)N(CC(C)C)c1c(N)n(Cc2ccccc2)c(=O)[nH]c1=O	2.9%	1.3%	5.7%	-11.9%	1.9%	-0.8%	-5.5%	-7.2%	0.2%
Cc1ccc(Nc2c3c(nc4ccccc24)CCC3)cc1	3.4%[57.1 µM]	-0.3%	?	6.3%	0.7%	1.1%	8.6%	-9.0%	1.5%
Cc1ccc(-n2c(SCC(=O)Nc3cccc(F)c3)nc3c(oc4ccccc43)c2=O)cc1C	-7.2%	-0.6%	-28.0%	14.9%	-3.9%	-7.8%	7.0%	-9.4%	5.2%
CN(C)S(=O)(=O)c1ccc(NC(=O)CSc2n[nH]c(=O)n2C2CC2)cc1	-6.5%	3.6%	-1.4%	-6.3%	-2.6%	-7.7%	0.0%	-8.3%	-2.9%
NC(=O)C1CCN(C(=O)CN(c2cccc(Cl)c2)S(=O)(=O)c2ccccc2)CC1	1.3%	-5.2%	-16.7%	-13.4%	1.1%	3.6%	8.8%	-15.3%	-2.7%
Cc1cccc(NC(=O)c2cc(S(=O)(=O)NCc3ccco3)ccc2F)c1C	5.9%	-2.3%	2.3%	-2.2%	-12.1%	-3.0%	-6.5%	-16.9%	-5.0%
CC1=NN(C(N)=S)C(=O)C1N=Nc1ccccc1C(=O)O (stereo not given)	-6.4%	2.1%	-9.1%	-5.4%	1.4%	8.5%	-13.4%	-18.0%	1.6%
CCOC(=O)N1CCN(C(=O)C2CC(c3ccc(F)cc3)=NO2)CC1 (stereo not given)	6.4%	0.3%	-17.0%	-18.5%	0.0%	-17.5%	6.8%[57.1 µM]	3.4%	1.3%
COc1cccc(Cn2c(=O)c3[nH]cnc3n(-c3ccccc3C)c2=O)c1	7.0%	3.7%	-64.6%	1.0%	-1.4%	13.5%	26.9%	-23.6%	-10.5%
Following part:
SMILES	TrxR1 substrate	RXFP1 ag	12-LOX inh	RGS4 inh	Vif-A3F inh	IDH1 R132H inh	rTrxR1 inhibitor	USP1-UAF1 inh	Vif-APOBEC3G blk
COc1ccc(CN2CCN(CCCCOc3ccc(Cl)cc3)CC2)c(OC)c1OC	2.6%	-2.8%	-31.3%	1.2%	-20.2%	2.7%	20.3%	-20.7%	-1.7%
Cc1ccc(-c2nc3scc(CCNS(=O)(=O)c4ccc(Oc5ccccc5)cc4)n3n2)cc1	-0.8%	0.1%	0.3%	13.8%	-15.1%	-10.4%	21.2%	8.3%	1.2%
COc1ccc(NC(=O)C(=O)NCCC2CCCCN2S(=O)(=O)c2ccc(F)cc2)cc1 (stereo not given)	-3.9%	1.0%	0.2%	2.2%	?	5.1%	21.2%	-8.1%	-14.6%
CCOC(=O)c1ccccc1NC(=O)N1CCn2c(C)ccc2C1CC (stereo not given)	23.8%	4.0%	46.6%[activator]	-21.7%	3.1%	6.4%	?	-25.0%	-0.8%
O=C1C2C3CCC(C3)C2C(=O)N1c1ccc2ccccc2c1 (stereo not given)	3.0%	1.8%	-4.6%	10.7%	0.4%	-0.5%	31.0%[activator]	-15.0%	-2.0%
CN1CCN(C(=O)CCCN2C(=O)/C(=C/c3ccc(Cl)cc3)SC2=S)CC1	7.7%	-1.0%	/	-2.6%	-7.9%	3.5%	18.8%	-22.4%	5.2%
C#CCOCCOCCOCCNc1nc(N2CCN(C(=O)[C@H](CCCCN)n3cc(CCC(=O)O)nn3)CC2)nc(N2CCN(C(=O)[C@H](CCCCN)n3cc(CC(C)O)nn3)CC2)n1 (stereo not given in full)	1.2%	-0.2%	-19.0%	-13.5%	1.7%	-3.7%	17.9%	-15.5%	3.2%
COc1ccc(/C=N/NC(=O)c2ccc(=O)n(C)c2)cc1OC	-7.8%	2.4%	2.1%	-3.1%	1.1%	4.6%	8.3%[57.1 µM]	?	1.6%
CCOC(=O)N1CCC(NC(=O)c2cc(C(=O)NCC(OC)OC)ccc2CO)CC1	0.0%	-1.5%	-21.0%	0.3%	4.7%	3.3%	10.4%	-5.1%	-0.3%
CCOC(=O)c1c(C2COc3ccccc3O2)csc1NC(=O)c1ccccc1 (stereo not given)	206.8%[activator]	0.3%	-8.5%	-21.8%	-2.9%	0.0%	125.4%[activator]	-19.4%	-3.5%
O=C1NC(=S)N/C1=C/c1cccn1-c1ccc([N+](=O)[O-])cc1	-0.2%[57.1 µM]	0.0%	-30.0%	17.7%	11.3%	-6.7%	2.0%[57.1 µM]	-18.2%	-1.7%
COc1ccc(-c2nc(SCC(=O)NCCCc3ccccc3)n[nH]2)cc1	0.0%[57.1 µM]	5.6%	?	-1.0%	0.5%	-0.5%	3.0%[57.1 µM]	18.7%	1.3%

By substructure: the entries above containing a COOH group
SMILES	TrxR1 substrate	RXFP1 ag	12-LOX inh	RGS4 inh	Vif-A3F inh	IDH1 R132H inh	rTrxR1 inhibitor	USP1-UAF1 inh	Vif-APOBEC3G blk
CC1=NN(C(N)=S)C(=O)C1N=Nc1ccccc1C(=O)O (stereo not given)	-6.4%	2.1%	-9.1%	-5.4%	1.4%	8.5%	-13.4%	-18.0%	1.6%
C#CCOCCOCCOCCNc1nc(N2CCN(C(=O)[C@H](CCCCN)n3cc(CCC(=O)O)nn3)CC2)nc(N2CCN(C(=O)[C@H](CCCCN)n3cc(CC(C)O)nn3)CC2)n1 (stereo not given in full)	1.2%	-0.2%	-19.0%	-13.5%	1.7%	-3.7%	17.9%	-15.5%	3.2%

Not all compounds are listed; count on the stated rates, not on these rows.
